HSF1 activator = HSF-1 activators, primary screen, NIH3T3-HGL cells, MG132 stress, luminescence, single point. NIH3T3-HGL HSF-1 luciferase reporter, 8 h; 100% = twice DMSO control signal. activation, % at 9 µM. hit rate 1.7% among 300,000. AID 504408, 2011;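 active = mean replicate activation of at least 50% with a set share of replicates each reaching 50%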;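 note: 0% = median of the neutral control wells and 100% = twice that signal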
aSyn UTR inh = MLPCN primary screen, SNCA 5' untranslated region; inhibition, % (tested at 7.5 µM); hit rate 0.82% among 300,000; alpha-synuclein 5'UTR reporter, inhibitor activity; in the data active = inhibition above about 60%;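 note: H4 neuroglioblastoma cells stably carrying SNCA 5'UTR luciferase fusion; 0% = DMSO wells and 100% = positive control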
PolyA inhibitor = polyadenylation inhibitors in yeast reporter cells, primary screen, luminescence, S. cerevisiae; S. cerevisiae SKY197-pL101 polyadenylation reporter, beta-gal luminescence; efflux-impaired pdr1/pdr3 knockout yeast; score 100 = 6 SD above DMSO; calls only at 12 µM; hit rate 0.02% among 300,000;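 active = lowest replicate activity score at least 50, where 100 means six control SD above control mean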;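 note: yeast exposed to compound for 9 h at 30 °C; higher score means more reporter readthrough which indicates perturbed polyadenylation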
KLF5 inh = KLF5 expression inhibitors, primary screen, DLD-1 cells, luminescence; DLD-1 KLF5 promoter-luciferase reporter; inhibition, % at 5 µM; hit rate 0.23% among 290,000; AID 1700, 2009;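 active = inhibition above a per-plate limit of that plate's mean compound inhibition plus 3 SD, cut at about 60% in these data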;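 note: 0% = DMSO wells and 100% = LY294002 at 200 µM; higher means less KLF5 promoter-driven luciferase light; inactives centre near -14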
HSF1 inh = HSF1 inhibitors in luciferase reporter cells, primary screen, cell-based, NIH3T3, luminescence. NIH3T3-HGL HSE-luciferase, MG132-induced, luminescence 8 h; stronger effect = lower value. activity change, negative = inhibition, % at 7.5 µM (by protocol). hit rate 0.77% among 300,000;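 active = more than half of replicate wells show activity change below -50%, luminescence cut by over half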;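 note: luciferase reports HSF-1 transcriptional activity via heat shock element; 0% = median of DMSO wells and -100% = zero luminescence signal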
GSK3A inh = blockers of GSK3A enzyme activity – biochemical, luminescence, cell-free homogeneous, HTS, primary screen | GSK-3 alpha kinase, ADP-Glo luminescence, 60 min | inhibition, % at 10 µM | hit rate 0.1% among 320,000 | AID 2650, 2010;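 in the data active = inhibition above about 50%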;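 note: GST-tagged GSK-3 alpha with peptide substrate and 25 µM ATP; 0% = DMSO neutral wells and 100% = GW8510 positive control wells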
Target sequence (P49840 whole entry, looked up): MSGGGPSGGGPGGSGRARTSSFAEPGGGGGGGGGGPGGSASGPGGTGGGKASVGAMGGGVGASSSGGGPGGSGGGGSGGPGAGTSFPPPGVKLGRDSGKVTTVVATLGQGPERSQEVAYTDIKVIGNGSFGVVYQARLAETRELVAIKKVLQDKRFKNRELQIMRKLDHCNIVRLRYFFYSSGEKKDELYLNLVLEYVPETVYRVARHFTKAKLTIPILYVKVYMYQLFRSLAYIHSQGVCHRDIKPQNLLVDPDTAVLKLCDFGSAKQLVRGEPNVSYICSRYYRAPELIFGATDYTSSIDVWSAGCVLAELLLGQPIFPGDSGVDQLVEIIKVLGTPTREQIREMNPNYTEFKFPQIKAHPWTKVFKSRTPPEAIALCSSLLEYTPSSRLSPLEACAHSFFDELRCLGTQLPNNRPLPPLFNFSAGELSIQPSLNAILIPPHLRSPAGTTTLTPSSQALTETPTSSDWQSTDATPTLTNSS
HSP90 inh = HSP90 inhibitors, primary screen, cell lysate, luminescence | Rabbit reticulocyte lysate, luciferase refolding luminescence, 3 h | inhibition, % at 5.6 µM | hit rate 0.91% among 290,000 | AID 1789, 2009;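 active = inhibition above the screen-wide mean plus 3 SD, computed separately per campaign, cut at about 16% in these data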;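 note: 0% = DMSO wells and 100% = 60 µM geldanamycin wells; inhibitors lower the luminescence because luciferase stays unfolded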
IEC-6 tox = cytotoxicity in IEC-6 intestinal epithelial cells, primary screen, cytotoxicity control for KLF5 inhibitor project, cell-based, luminescence | IEC-6 cytotoxicity, luminescence viability | inhibition, % at 5 µM | hit rate 0.78% among 290,000; in the data active = inhibition above about 22%;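 note: 0% = plate median of test compound wells and 100% = cytotoxic reference compound wells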
GSK3B inh = human GSK3beta kinase inhibitors, primary screen, biochemical, cell-free homogeneous, HTS; Glycogen synthase kinase-3 beta (Homo sapiens), P49841; GST-GSK3beta kinase, ADP-Glo luminescence, 60 min; stronger effect = lower value; activity score (negative = inhibition), % at 10 µM; hit rate 0.038% among 300,000; AID 2097, 2009;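 active = more than half of replicate wells score below -50%, meaning over 50% inhibition versus plate controls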;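 note: 0% = median DMSO wells and -100% = median GW8510 positive control wells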
Target sequence (P49841 whole entry, looked up): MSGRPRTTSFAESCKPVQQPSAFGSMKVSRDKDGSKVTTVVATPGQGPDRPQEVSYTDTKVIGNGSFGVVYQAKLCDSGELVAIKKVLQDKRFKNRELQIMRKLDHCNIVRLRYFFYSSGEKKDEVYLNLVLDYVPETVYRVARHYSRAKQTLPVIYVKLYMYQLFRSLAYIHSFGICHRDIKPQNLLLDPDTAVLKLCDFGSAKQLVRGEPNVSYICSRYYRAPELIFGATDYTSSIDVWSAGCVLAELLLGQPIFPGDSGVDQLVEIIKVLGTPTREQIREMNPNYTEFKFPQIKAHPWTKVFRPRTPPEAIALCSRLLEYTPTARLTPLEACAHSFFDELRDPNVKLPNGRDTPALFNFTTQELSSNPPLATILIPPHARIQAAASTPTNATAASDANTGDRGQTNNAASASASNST
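Assay system: GST-fused GSK3beta enzyme, cell-free / Medium: Tris pH 7.5 buffer with MgCl2, DTT, BSA, heparin / Also added: peptide substrate plus 25 µM ATP (final) / Compound: 10 µM single point / Timing: kinase reaction with compound 60 min at room temperature / Detection: ADP-Glo luminescence / Benchmarks: DMSO neutral wells and GW8510 at 20 µM as positive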
AI-2 QS modul = Vibrio harveyi AI-2 quorum sensing modulators, primary screen, JMH597 strain, luminescence/OD600 ratio. activity change, % at 7.5 µM. hit rate 0.4% among 300,000. Vibrio harveyi JMH597 AI-2 luminescence/OD600 ratio, 9 h; stronger effect = lower value; strain lacks LuxN and CqsS sensors; 0 = neutral-control median; in the data active = activity change below about -75%, passing the limit was not always enough;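 note: luminescence divided by OD600 gain over 9 h not by final OD600 alone; inactives centre near 13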
An asterisk follows results filed as active; i = inactive; nt = not tested or not shown.

SMILES,HSF1 activator,aSyn UTR inh,PolyA inhibitor,KLF5 inh,HSF1 inh,GSK3A inh,HSP90 inh,IEC-6 tox,GSK3B inh,AI-2 QS modul
Cn1c(=O)[nH]c(=O)c2c1nc(Br)n2CCCCSc1nc2ccccc2o1,0,-3,nt,-4,-4,0,2,1,4,5
C[C@@H]1CC=C[C@H]2[C@H]1C(=O)N(Cc1ccccc1)[C@H]2c1ccoc1,-1,-20,nt,nt,9,1,nt,nt,-2,5
CC(=O)NN1C(=O)c2ccccc2NC1c1ccccc1 (stereo unspecified),-9,19,i,-24,-10,-1,-8,-2,-2,21
Cc1nnc(SCC(=O)Nc2ccc(S(=O)(=O)N3CCCCC3)cc2)s1,4,0,i,-6,6,-4,7,-1,0,41
O=C(CC1NCCN(Cc2ccccc2)C1=O)Nc1ccccc1 (stereo unspecified),2,2,i,-16,1,-2,2,-7,-3,8
Cc1cccc(C)c1N1CCN(S(=O)(=O)N2CCOCC2)CC1,8,5,i,1,11,-1,1,4,1,0
Cc1cccc(NC(=O)/C(C#N)=C\c2cc(C)n(-c3ccc(C(=O)O)cc3)c2C)c1,7,-47,i,9,3,-2,-4,-12,1,8
COCCN(C(=O)c1ccccc1OC)c1nnc(C)s1,-12,-1,i,-16,-2,-1,-5,3,2,10
COC(=O)c1cc2c(=O)c3ccccc3oc2nc1C,3,-172,i,-114,2,1,1,0,0,17
Cc1noc(C)c1CCC(=O)O,-5,13,i,-41,3,-1,1,-7,-1,18

SMILES,HSF1 activator,aSyn UTR inh,PolyA inhibitor,KLF5 inh,HSF1 inh,GSK3A inh,HSP90 inh,IEC-6 tox,GSK3B inh,AI-2 QS modul
O=C(COC(=O)C1CC1)Nc1ccc(N=Nc2ccccc2)cc1,27,-119,i,-81,3,-2,3,1,-1,32
CC1(C)CC(=O)C2=C(C1)OC(N)=C(C#N)C21C(=O)N(Cc2ccccc2Cl)c2ccccc21 (stereo unspecified),10,-9,i,-27,2,-1,-4,3,0,-19
Cc1nn(C)c(C)c1S(=O)(=O)N(CC(=O)N1CCc2ccccc21)c1ccc(C(C)C)cc1,22,21,i,5,11,1,-1,-1,2,14
Cc1ccccc1/C=C1\Sc2ccc(C(=O)N3CCN(c4ccccn4)CC3)cc2N(C)C1=O,3,13,i,-3,5,-2,6,1,-2,7
CCN(CC)S(=O)(=O)c1ccc(-c2ccc(S(=O)(=O)N(CC)CC)cc2)cc1,-8,13,i,0,-5,-3,1,7,2,23
CCc1c(C)sc(NC(=O)c2cc(-c3ccco3)on2)c1C#N,1,-46,i,16,-7,-1,-1,9,-1,35
CNC(=O)c1cc2cc(Br)ccc2s1,2,9,i,-7,1,-3,-1,4,-5,17
Cc1cc(=O)c2c(C)ccc(C)c2[nH]1,-2,-1,i,-15,-5,-1,-2,0,2,17
CCNC(=S)Nc1ccc(OCc2nc3ccccc3s2)cc1,18,-90,i,-112,12,-2,-1,-3,1,21
Cn1c(SCC(=O)Nc2ccc(N3CCOCC3)cc2)nnc1-c1ccco1,0,20,i,-29,-12,2,2,-1,-3,6

SMILES,HSF1 activator,aSyn UTR inh,PolyA inhibitor,KLF5 inh,HSF1 inh,GSK3A inh,HSP90 inh,IEC-6 tox,GSK3B inh,AI-2 QS modul
Cc1ccc(NC(=O)COc2ccc(C(=O)NCCc3ccccc3)cc2)cc1,2,-25,i,-20,2,1,1,8,1,15
O=c1c2ccccc2[nH]c(=S)n1Cc1ccc2c(c1)OCO2,9,21,i,-11,7,-4,2,5,0,6
CC1CCC2(CC1)SCC(=O)N2c1ccc(F)cc1 (stereo unspecified),14,0,i,-21,6,-5,-2,1,1,14
Cc1nccn1CC(O)COC1CCCCC1 (stereo unspecified),4,1,i,3,3,-1,-3,-2,-1,7
O=C(COc1ccc2c(-c3ccccc3)cc(=O)oc2c1)NCCN1CCOCC1,-34,2,i,-17,-18,-1,-4,-1,1,7
COc1ccc(CNc2ncnc3cc(Cl)ccc23)cc1OC,11,19,i,2,1,nt,0,8,1,17
Cc1ccc(C(=O)N/C(=C/c2cccnc2)C(=O)N2CCCCCC2)cc1,-5,2,i,-14,-2,3,6,-1,2,-2
O=C(CCSc1ccc(Cl)cc1)N1CCOCC1,8,-69,i,-31,3,-2,-3,-1,0,28
CCOc1ccc2nc(NCCCNS(=O)(=O)c3ccc(C)cc3)c(C#N)cc2c1,-29,44,i,-4,-16,0,-1,2,2,9
NC(=O)CSc1nnc2sc3ccccc3n12,1,-7,i,9,6,-4,-1,1,0,8

SMILES,HSF1 activator,aSyn UTR inh,PolyA inhibitor,KLF5 inh,HSF1 inh,GSK3A inh,HSP90 inh,IEC-6 tox,GSK3B inh,AI-2 QS modul
O=[N+]([O-])c1ccc(S(=O)(=O)N2CCN=C2SCc2ccc(F)cc2)cc1,0,4,i,0,1,1,35*,1,3,-5
O=C(OCc1ccccc1)C1CCCN1C(=O)c1ccccc1[N+](=O)[O-] (stereo unspecified),1,7,i,-2,-3,1,3,4,0,-1
CCC1CCCCN1C(=S)Nc1cccc(S(=O)(=O)N(C)C)c1 (stereo unspecified),25,0,i,8,2,-2,-1,-1,3,13
Cc1cc(C)c(S(=O)(=O)N2CCCC(C(=O)NC3CCCC3)C2)c(C)c1 (stereo unspecified),9,-11,i,-19,-3,-2,1,8,4,8
COc1cccc(CNC(=O)C(=O)NCC2OCCCN2S(=O)(=O)c2cc(C)ccc2C)c1 (stereo unspecified),4,8,i,-5,7,0,-3,2,0,8
C(=C\c1ccccc1)/C=N/Nc1nncc(-c2ccccc2)n1,6,-13,i,-22,7,1,-3,1,3,17
O=C(O)c1ccccc1C(=O)NCCc1c(C(=O)O)[nH]c2ccc(Cl)cc12,-22,9,i,1,-11,-1,1,1,-3,18
CCOC(=O)N1CCN(C(=S)NC2CCCCC2)CC1,-2,12,i,-5,-1,-3,-1,1,2,1
COC(=O)CCCCCN1C(=O)NC(c2ccc(-c3ccccc3)cc2)C(C(=O)OCc2ccccc2)=C1C (stereo unspecified),23,-14,i,-7,9,-3,1,2,1,8
Cn1cccc1C(=O)NC(=O)COC(=O)c1ccccc1Sc1ccccc1C#N,0,9,i,-8,1,6,-2,3,-1,8

SMILES,HSF1 activator,aSyn UTR inh,PolyA inhibitor,KLF5 inh,HSF1 inh,GSK3A inh,HSP90 inh,IEC-6 tox,GSK3B inh,AI-2 QS modul
CC12CC3(C)CC(C)(C1)CC(C(=O)NCCc1ccc(S(N)(=O)=O)cc1)(C2)C3,27,-6,i,-2,-1,-1,3,6,-1,9
CSc1nc(Oc2ccc(F)cc2)c2ccccc2n1,5,11,i,5,0,-6,-1,7,-6,7
CCCn1c(SCC(=O)c2ccc3c(c2)OCCO3)nnc1C(C)C,62*,6,i,8,43,-1,-1,1,-1,7
CCOC(=O)CNC(=O)Cn1cnc2c(nnn2-c2ccc(F)cc2)c1=O,-8,1,i,6,-5,-1,0,2,0,23
O=[N+]([O-])c1ccccc1/C=N/N1CCN(c2ccccn2)CC1,19,-79,i,-37,19,1,-3,-2,-2,6
CCC(=O)c1ccc(OCc2ccc(C(=O)OC)cc2)cc1,-11,-73,i,-94,1,3,30*,-7,0,19
CCCCn1c(N)c(N(CC(C)C)C(=O)C2CC(=O)N(c3ccc4c(c3)OCCO4)C2)c(=O)[nH]c1=O (stereo unspecified),5,8,i,nt,-6,-2,nt,nt,4,11
CCOc1ccc(OCC)c(NC(=O)CN2CCN(c3cccc(C)c3)CC2)c1,-1,-7,i,18,-4,-1,8,4,2,36
CCOC(=O)C1=C(COC(=O)/C=C/c2cc(OC)c(OC)c(OC)c2)NC(=O)NC1C (stereo unspecified),5,21,i,-6,9,-2,-3,2,-2,10
C(=N\Nc1nn2cnnc2c2ccccc12)/c1ccco1,0,-4,i,14,-1,17,-1,3,-5,5

SMILES,HSF1 activator,aSyn UTR inh,PolyA inhibitor,KLF5 inh,HSF1 inh,GSK3A inh,HSP90 inh,IEC-6 tox,GSK3B inh,AI-2 QS modul
CC1CCN(S(=O)(=O)c2ccc3c(c2)N(CC(=O)NCCCN2CCCCC2C)C(=O)CS3)CC1 (stereo unspecified),-7,-9,i,-58,-2,0,-7,-10,0,12
Cc1cccc(C)c1NC(=O)c1ccc2c(c1)CCN2S(C)(=O)=O,-1,-3,i,-9,6,0,0,-1,0,19
COc1ccc(S(=O)(=O)NCc2ccncc2)cc1NC(=O)c1ccccc1,4,13,i,nt,-2,0,nt,nt,-12,-13
CCOC(=O)C1=C(CNC(C)(C)CC(C)(C)C)NC(=O)NC1c1cccc([N+](=O)[O-])c1 (stereo unspecified),7,-4,i,-4,11,-1,6,10,-2,29
O=C(NCCc1ccccc1F)[C@@H]1CSC2c3ccccc3C(=O)N21 (stereo partly specified),7,-12,i,-22,13,0,5,-2,0,-4
Cc1ccccc1NC(=O)CN(C)S(=O)(=O)c1cccs1,-9,-20,i,12,-4,-3,2,-6,2,14
CC(C)CCNC(=O)C1CCCN1C(=O)NC1CCCCC1 (stereo unspecified),-76,-14,i,0,-72*,-1,1,-2,2,27
Cc1nn(-c2ccccc2)c(Cl)c1/C=N/NC(=O)OC(C)(C)C,22,-131,i,-86,3,-2,-2,1,-3,29

Screens deposited in PubChem by several laboratories.

An excerpt (hit frequency here may not be typical).
